Bioassay records deposited in PubChem BioAssay by National Center for Advancing Translational Sciences (NCATS).
RXFP1 agonist – activates the human relaxin receptor RXFP1; Potency, µM (top dose mostly 57.5 µM), without a hit: at the top dose activation, usual class: activators; hit rate 0.3% among 370,000; HEK293T-RXFP1 cAMP TR-FRET, 30 min; response scale: percent of porcine relaxin response, buffer zero; also: potency is read from the fitted curve at half-maximal effect; % is scaled to controls: 0 for no effect and ±100 for the full control effect; nearly all actives have a fitted effect of over 60% in size; many of its hits are not listed in these tables
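HEK293 cells stably expressing RXFP1, treated 30 min at 37C with compounds plus PDE4 inhibitor Ro 20174; cAMP measured by HTRF TR-FRET. Normalized to buffer and 29 nM porcine relaxin; EC50 by Hill fit.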
GRP78 ERSR act – induces the endoplasmic reticulum stress response in human glioma cells; U87-MG GRP78 promoter luciferase reporter, 16 h; Potency, µM, without a hit: at the highest dose activation, most hits filed as activators; hit rate 0.02% among 420,000; also: potency is read from the fitted curve at half-maximal effect; series mostly up to about 76 µM; % of control where 0% means no effect; nearly all actives have a fitted effect of over 35% in size
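Stably transfected U87-MG human glioma cells carrying a GRP78-based luminescent sensor were seeded at 1000 cells/well, pin-dosed with compounds and incubated 16 h. Luciferase reagent was then added, and end-point luminescence was read after 10 min at room temperature.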
Vif-APOBEC3G blk – inhibitors of Vif-APOBEC3G interaction; Potency, µM (titrated, usually from 46.1 µM), for the others: at the top dose activity, negative = active, most hits filed as inhibitors; HeLa A3G-eYFP + Vif (tagged APOBEC3G with the HIV-1 protein that degrades it), YFP fluorescence, overnight; Q9HC16; hit rate 0.076% among 410,000; AID 602310;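 also: potency is read from the fitted curve at half-maximal effect; % is scaled to controls: 0 for no effect and ±100 for the full control effect; nearly all actives have a fitted effect of over 60% in size; hits raise eYFP signal because A3G escapes Vif-driven loss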
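HeLa cells stably expressing Vif and C-terminally eYFP-tagged A3G, seeded overnight at 37 deg C, then exposed to compound by pintool overnight at 37 deg C. Rise in yellow fluorescence (Ex 488/Em 500-530, Acumen) marks blocked Vif-driven A3G degradation.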
D1 antagonist – blocks dopamine activation of the human D1 receptor | P21728 | HEK293 TREx D1 cells, calcium flux, dopamine EC80; hits give low values | activity change, negative = inhibition, % at 10 µM | hit rate 3.2% among 360,000 | AID 504652; in the data active = activity change below about -30%; also: % is scaled to controls: 0 for no effect and ±100 for the full control effect
Target sequence (P21728 whole entry, looked up): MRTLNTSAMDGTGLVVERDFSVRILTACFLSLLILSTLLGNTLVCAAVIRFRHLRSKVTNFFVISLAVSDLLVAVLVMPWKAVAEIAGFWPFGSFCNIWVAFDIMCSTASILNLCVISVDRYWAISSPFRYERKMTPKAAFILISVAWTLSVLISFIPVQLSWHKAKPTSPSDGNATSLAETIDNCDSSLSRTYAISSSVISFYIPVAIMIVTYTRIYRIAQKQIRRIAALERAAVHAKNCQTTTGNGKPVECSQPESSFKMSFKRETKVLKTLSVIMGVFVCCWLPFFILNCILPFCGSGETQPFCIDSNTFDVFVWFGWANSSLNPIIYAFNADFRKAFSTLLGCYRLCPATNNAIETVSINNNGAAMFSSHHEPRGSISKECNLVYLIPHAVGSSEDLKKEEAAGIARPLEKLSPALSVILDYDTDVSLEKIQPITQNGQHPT
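HEK293 T-REx cells expressing inducible, force-coupled D1 receptor; no-wash Ca dye, 30–90 min RT. Cmpd → 180 s read at 1 Hz → EC80 DA → 180 s read.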
Vif-APOBEC3F blk – blocks the Vif interaction with APOBEC3F; Potency, µM (series often up to 46.1 µM), without a hit: at the highest dose activity, negative = active; HeLa A3F-eYFP + Vif (tagged APOBEC3F with the HIV-1 protein that degrades it), YFP fluorescence increase; hit rate 0.2% among 390,000; AID 602313; also: potency is read from the fitted curve at half-maximal effect; % of control where 0% means no effect; nearly all actives have a fitted effect of over 65% in size
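HeLa cells stably expressing Vif plus C-terminally eYFP-tagged A3F were seeded, incubated overnight at 37 deg C, dosed with compound, incubated overnight again at 37 deg C. Yellow fluorescence (Ex 488/Em 500-530) reported blocked Vif-mediated A3F-eYFP degradation.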
D1 agonist – human D1 receptor agonism; hit rate 1% among 360,000; HEK293 T-REx D1 cells, calcium flux, agonist mode; P21728; activation, % at 2 µM; in the data active = activation above about 30%; also: 0% is about no effect
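Tetracycline-induced HEK293 TREx D1 cells, force-coupled to calcium signalling, were dye-loaded with a no-wash calcium kit. Compound was pin-added after a 10 s baseline. Fluorescence was read kinetically at 1 cycle/s for 180 s, with calcium rises flagged as agonism.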
LDHA block – blocks human lactate dehydrogenase A; purified LDHA, NADH/diaphorase-resazurin fluorescence; hits give low values; activity change, % (values are at about 110 or 230 µM); hit rate 0.15% among 480,000; AID 1347041; in the data active = activity change below about -30%;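 also: plate controls were DMSO wells for no effect and wells without enzyme for full effect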
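Human LDH5 (2 nM) was incubated with 0.06 mM NADH and 0.2 mM pyruvate for 5 min at room temperature in Tris pH 7.4. Remaining NADH was coupled through diaphorase/resazurin, and resorufin fluorescence was read at 0 and 20 min.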
D1 PAM – human D1 dopamine receptor positive modulation | hit rate 0.036% among 360,000 | P21728 | potentiation, % at 10 µM | HEK293 TREx D1 cells, calcium flux, dopamine EC20 potentiation; in the data active = potentiation above about 30%; also: 0% is about no effect
D2 potentiator – positive allosteric modulators of human D2 dopamine receptor. P14416. HEK293 T-REx D2, calcium flux, EC20 dopamine potentiation. potentiation, % at 10 µM. hit rate 0.34% among 340,000;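 active = potentiation over 3 SD above the plate norm, cut at about 30% in these data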; also: 0% is about no effect
Target sequence (P14416 whole entry, looked up): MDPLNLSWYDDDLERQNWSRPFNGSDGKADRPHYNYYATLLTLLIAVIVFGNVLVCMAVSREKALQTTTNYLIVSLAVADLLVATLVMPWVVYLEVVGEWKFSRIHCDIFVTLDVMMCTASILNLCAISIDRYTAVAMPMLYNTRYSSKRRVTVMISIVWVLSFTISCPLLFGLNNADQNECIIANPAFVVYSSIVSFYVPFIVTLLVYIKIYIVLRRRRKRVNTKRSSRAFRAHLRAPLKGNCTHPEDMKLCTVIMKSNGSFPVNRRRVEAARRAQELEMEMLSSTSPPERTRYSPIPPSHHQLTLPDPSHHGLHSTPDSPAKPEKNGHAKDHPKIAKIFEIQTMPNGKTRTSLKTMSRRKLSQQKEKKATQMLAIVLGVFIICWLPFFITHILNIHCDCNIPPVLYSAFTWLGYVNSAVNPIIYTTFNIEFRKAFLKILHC
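Calcium flux readout, no-wash dye, 1 read/s. Inducible HEK293 Trex D2 line, overnight 30 C. Compound alone 180 s (agonist flags), then EC20 dopamine, another 180 s to score potentiation.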
An asterisk follows results filed as active; . = not tested or not shown; & = joins results of further samples. Unless noted, calls follow the shape of the dose curve; as a rule, active = well fitted curve in the direction sought with a large enough effect; inconclusive = small, poorly fitted or top-dose-only effect, or another doubt; inactive = no such curve, though single readings can be large; an effect the other way counts as inactive or inconclusive. Only part of the results is shown. The share of hits here may be higher or lower than overall.

SMILES	RXFP1 agonist	GRP78 ERSR act	Vif-APOBEC3G blk	D1 antagonist	Vif-APOBEC3F blk	D1 agonist	LDHA block	D1 PAM	D2 potentiator
COc1ccccc1NC(=S)N(Cc1ccccn1)Cc1ccccc1Cl	0.7%	-6%	-2%	-1	1%	4	-2	-3	.
CC(=O)NC(NC(=S)Nc1cccc(Br)c1)C(Cl)(Cl)Cl (centres undefined)	0.7%	-4%	1%	6	1%	5	-2	1	-9
COc1ccc(N(CC(=O)NC2CCCC2)C(=O)CCC(=O)Nc2cc(C)on2)cc1	-0.1%	1%	-2%	-3	-1%	3	-6	-2	-12
Cn1c(CN2CCOCC2)nnc1SCC(=O)NCCc1ccccc1	0.7%	-4%	-1%	-8	-10%	2	-7	-5	.
CCCOc1ccc(C(=O)Nc2ccc(NC(=O)c3cccs3)cc2)cc1	1.3%	2%	-4%	4	2%	3	-5	.	-3
CCc1ccc(-c2nc3cc(NC(=O)c4cc5ccccc5cc4OC)ccc3o2)cc1	1.0%	1%	1%	-3	4%	3	-7	-1	4
COc1ccc2c(c1)OC[C@H]1[C@H]2N2C(=O)CN(Cc3ccc(F)cc3)C(=O)[C@@]2(C)[C@H]1c1ccccc1	1.5%	-5%	1%	-8	9%	2	-2	-2	0
Cc1nn(C)c(C)c1S(=O)(=O)N(CC(=O)NCc1ccco1)c1ccc(C(C)C)cc1	1.1%	.	.	1	.	0	.	-3	0
C=CCc1cc(Cl)ccc1OCCOCCNC(C)(C)C	3.3%	-3%	-1%	-14	-1%	30	-17	-6	-16
CCN1C(=O)/C(=C/c2cccs2)N(C)C1=S	-1.1%	-2%	2%	7	3%	7	-8	1	5
CCN(C(=N)N=C(N)N)c1ccccc1	0.7%	0%	0%	-8	0%	1	-13	7	-5
CCc1ccc(NC(=O)CSc2c(C)cnc3c2c(=O)n(C)c(=O)n3C)cc1	-1.1%	-2%	2%	.	0%	-2	1	-1	-15
CCCCCCCCCS(=O)(=O)N/N=C/c1cccc([N+](=O)[O-])c1	-0.3%	-2%	-5%	-14	-5%	1	2	-18	-4
COc1ccc(-n2c(COc3cccc4cccnc34)nnc2SCC(=O)O)cc1	-2.4%	-4%	-7%	5	-2%	1	-8	8	17
COCCn1c(=O)[nH]c2cc(C(=O)N3CCN(c4ccccc4OC)CC3)ccc2c1=O	-0.8%	-3%	2%	-4	-1%	1	-6	-4	6
COc1cc(/C=N/NC(=O)c2cccc3ccccc23)ccc1OCC(N)=O	.	-3%	-6%	.	-1%	.	1	.	.
CC1=CC(c2ccc(Cl)cc2)n2nc(NC(=O)CCC(=O)O)nc2N1 (centres undefined)	5.9%	-5%	0%	2	0%	2	-12	-3	.
COc1cc(OC)cc(-c2ncc3ccccn23)c1	0.8%	-1%	-18%	-1	1%	-3	-16	5	-6
O=C(O)CC1(CC(=O)NCc2cc(F)cc3c2OCOC3)CCCCC1	-0.2%	-4%	0%	0	1%	6	0	-3	-11
Nc1nc(COc2ccc3ccccc3c2)cs1	0.1%	11%	1%	0	0%	0	-3	2	13
CCC(C(=O)NCc1ccco1)n1nc(-c2ccc(OC)cc2)ccc1=O (centres undefined)	2.8%	-1%	0%	-7	3%	0	-6	-6	0
Cc1cccn2c(=O)c(C=NCc3ccco3)c(Nc3ccc(SC(F)F)cc3)nc12	0.2%	-2%	-2%	-1	-1%	0	0	6	1
Cc1cccc(NC(=O)CSc2nnc(-c3ccncc3)n2CC2CCCO2)c1 (centres undefined)	0.2%	0%	0%	3	4%	0	-6	-7	.
COc1ccc(S(=O)(=O)N(C)C[C@@H]2Oc3ccc(NS(C)(=O)=O)cc3C(=O)N([C@@H](C)CO)C[C@H]2C)cc1	.	0%	0%	.	-12%	.	-5	.	.
Cc1ccc(-c2ccccc2)n1-c1ccc(C(=O)O)cc1	3.0%	3%	-2%	-4	-1%	4	-1	2	6
O=C1Nc2ccc(S(=O)(=O)N3CCOCC3)c3cccc1c23	4.4%	-4%	-2%	-1	-3%	1	5	-2	-9
CCCc1ccc(-c2cc(C(=O)NC3=NCCS3)c3ccccc3n2)cc1	-0.1%	2%	-17%	2	-4%	1	-4	0	1
CCCNC(=O)Nc1cc(C)on1	-0.4%	-5%	0%	-5	4%	3	-1	-7	2
CC1CN(S(=O)(=O)c2cccc(C(=O)Nc3ccc(S(=O)(=O)Nc4ncccn4)cc3)c2)CC(C)O1 (centres undefined)	0.7%	-1%	2%	14	2%	0	-4	2	12
CC(=O)c1c(C)oc2ccc(N(C(=O)c3ccncc3)S(=O)(=O)c3ccc(C)cc3C)cc12	6.5%	-3%	2%	9	-5%	8	0	10	1

Some of the entries above in a different format:
molecule,RXFP1 agonist,GRP78 ERSR act,Vif-APOBEC3G blk,D1 antagonist,Vif-APOBEC3F blk,D1 agonist,LDHA block,D1 PAM,D2 potentiator
Cc1cccn2c(=O)c(C=NCc3ccco3)c(Nc3ccc(SC(F)F)cc3)nc12,0.2%,-2%,-2%,-1,-1%,0,0,6,1
Cc1cccc(NC(=O)CSc2nnc(-c3ccncc3)n2CC2CCCO2)c1 (centres undefined),0.2%,0%,0%,3,4%,0,-6,-7,.
COc1ccc(S(=O)(=O)N(C)C[C@@H]2Oc3ccc(NS(C)(=O)=O)cc3C(=O)N([C@@H](C)CO)C[C@H]2C)cc1,.,0%,0%,.,-12%,.,-5,.,.
Cc1ccc(-c2ccccc2)n1-c1ccc(C(=O)O)cc1,3.0%,3%,-2%,-4,-1%,4,-1,2,6
O=C1Nc2ccc(S(=O)(=O)N3CCOCC3)c3cccc1c23,4.4%,-4%,-2%,-1,-3%,1,5,-2,-9
CCCc1ccc(-c2cc(C(=O)NC3=NCCS3)c3ccccc3n2)cc1,-0.1%,2%,-17%,2,-4%,1,-4,0,1

Next part
SMILES	RXFP1 agonist	GRP78 ERSR act	Vif-APOBEC3G blk	D1 antagonist	Vif-APOBEC3F blk	D1 agonist	LDHA block	D1 PAM	D2 potentiator
CCOC(=O)c1cnc(-c2ccc(C(F)(F)F)cn2)[nH]c1=O	0.4%	4%	-1%	6	-11%	1	9	4	-7
O=C(O)CCCCCCCCc1cn(CN2C(=O)c3ccccc3C2=O)nn1	1.0%	-6%&1%	1%&2%	6	1%	2	2	5	0
CCOc1ccc(-c2nnc(NC(=O)C3CCCC3)o2)cc1	5.9%	5%	-6%	4	9%	-2	3	-1	6
O=C1CN(C(=O)c2ccc(F)c(S(=O)(=O)N3CCOCC3)c2)c2ccccc2N1	3.4%	-2%	-5%	-11	0%	2	1	3	-6
COc1ccc2c(c1)c1nnc(SCC(=O)N3C(C)CCCC3C)nc1n2C (centres undefined)	-2.6%	0%	1%	18	-3%	-1	-10	2	21
O=C(c1cc(COc2ccc(F)cc2Cl)on1)N1CC[C@@H]2CCCC[C@H]2C1	-1.7%	-4%	2%	1	2%	10	-2	1	12
CN(C)c1ccc(C(CNC(=O)c2ccccc2Cl)N2CCCC2)cc1 (centres undefined)	-1.8%	2%	3%	5	-2%	2	-2	-1	-4
CC(C)c1ccc(N(CC(=O)NCc2ccco2)C(=O)CCC(=O)Nc2nccs2)cc1	-2.4%	-3%	3%	34	-18%	4	-5	0	.
O=C(NCc1ccc(Cl)s1)C1CCC(=O)N(CCc2ccccn2)C1 (centres undefined)	0.5%	-1%	-2%	-1	-3%	1	-1	1	15
COc1ccc(-c2cc(=O)oc3cc(OC(=O)C4CCCCC4)ccc23)cc1	1.3%	1%	2%	-1	6%	6	-6	0	0
O=C(C1=C[C@@H](C2CC2)C[C@@H](OCCCCO)O1)N1CCN(Cc2ccc3c(c2)OCO3)CC1	3.7%	-5%	3%	-4	6%	-4	-1	2	4
Cc1cnc(C(=O)OCC(=O)N2CCN(C(=O)c3ccco3)CC2)cn1	1.0%	-3%	0%	1	9%	3	-3	1	12
COCc1nnc(NC(=O)CCSc2ccccc2)s1	-1.8%	9%	0%	-8	-1%	1	0	-1	-2
COc1ccc(NC(=O)c2ccc(OC(F)F)cc2)cc1Cl	0.6%	-1%	2%	-4	3%	5	-4	-5	-17
COc1ccc(OCC(=O)N2CCN(C(=O)c3cccs3)CC2)cc1	-0.6%	-4%	-1%	31	.	-2	-5	3	16
N#CCCn1cc(CNCc2ccccc2)c(-c2cccc([N+](=O)[O-])c2)n1	3.2%	-6%	0%	6	1%	5	0	0	5
O=C(c1ccccc1)c1c[nH]cc1-c1ccccc1	-0.5%	-3%	1%	1	-1%	0	-9	1	-4
Nc1nc(Nc2cccc(C(F)(F)F)c2)sc1C(=O)c1ccccc1	1.2%	-4%	4%	11	8%	3	9&-4	1	-4
